Bioassay records: PubChem, National Center for Advancing Translational Sciences (NCATS)
PKM2 activator = activators of human pyruvate kinase M2 | Potency, µM (highest dose often 57.5 µM), without a hit: at the top dose activation, hits mostly activators | AID 1631 | hit rate 0.34% among 260,000 | purified PKM2, Kinase-Glo ATP luminescence, activation; response scale: 0% is enzyme alone, no compound | P14618; further: potency means the concentration at half of the fitted maximal effect; on the % scale 0 is the no-effect control and ±100 the full control effect; nearly all actives have a fitted effect of over 55% in size
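Purified hPK-M2 (>95%) run at intermediate activity with 0.1 mM ADP and 0.5 mM PEP in 50 mM imidazole pH 7.2, KCl, MgCl2; 1 h room temperature. ATP formed read by Kinase-Glo luminescence; normalized to uninhibited and no-enzyme controls.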
Giardia killer = Giardia lamblia killing. Giardia lamblia trophozoite viability. activity change, % at 7.66 µM, hits read low. hit rate 0.15% among 340,000. AID 540267; in the data active means activity change below about -80%; inconclusive means between about -30% and that limit;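 further: parasites exposed to compound for two days anaerobically before the ATP read; on the % scale 0 is the no-effect control and ±100 the full control effect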
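Giardia trophozoites, 100 cells per well, were exposed to compounds for 48 hrs at 37 deg C under anaerobic conditions; viability was then read as ATP content by bioluminescence after 15-30 min at room temperature.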
USP2a block = inhibitors of human ubiquitin-specific protease USP2a; O75604; USP2 core, Ub-CHOP2 coupled fluorogenic reporter, 485/531; Potency, µM (series often up to 38.3 µM), without a hit: top-dose activity change, negative = inhibition, most hits filed as inhibitors; hit rate 0.01% among 330,000; AID 463254;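 further: potency means the concentration at half of the fitted maximal effect; plate controls were DMSO wells for no effect and full inhibition by NEM control for full effect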
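USP2 core (10nM final) preincubated 30min RT with compound in 20mM Tris-HCl pH 8.0, 2mM CaCl2, 2mM beta-mercaptoethanol, 0.05% CHAPS; 25nM Ub-CHOP2 plus 25nM reporter substrate added, fluorescence (Ex485/Em531) read after 60min.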
FBPA coupling cs = inhibits coupling enzyme system, counter-screen for aldolase hits; activity change, negative = inhibition, % at 58.2 µM, hits read low; hit rate 0.67% among 290,000; coupling enzyme system counterscreen, AmpLite Red fluorescence; AID 2472; in the data active means activity change below about -30%; further: on the % scale 0 is the no-effect control and ±100 the full control effect
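Activity here indicates interference with the coupling reaction, not aldolase inhibition. Compounds at 57.5 uM final met coupling enzymes for 10 min at RT; substrate and AmpLite Red detection followed, with a 525/598 nm fluorescence read after 20 min.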
MLL CXXC-DNA inh = inhibitors of human MLL CXXC domain-DNA interaction | hit rate 0.037% among 290,000 | AID 2662 | Q03164 | Potency, µM (titrated, usually from 115 µM), for the others: at the top dose activity change, negative = inhibition, hits mostly inhibitors | MLL-CXXC / FITC-HOXA9 DNA fluorescence polarization; active means well fitted inhibition curve with a large enough effect in the polarisation, with a control signal flat, not every such curve was filed as active; inconclusive means small, poorly fitted or top-dose-only effect, or effect the other way, or a change in a side signal; inactive means no such curve, though single readings can be large or run the other way; the % refers to the polarisation; further: potency means the concentration at half of the fitted maximal effect
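Steps: dispense CXXC domain solution (7 uM) → pin compounds or unlabeled HOX-A9 DNA control → 5 min ambient → add FLSN-HOX-A9 solution (50 nM) → spin → 30 min ambient → fluorescence polarization. Tris pH 7.5/NaCl/DTT/BSA buffer.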
KCNH2 WT inh = KCNH2 (human, wildtype) channel inhibition; Q12809; U2OS, BacMam KCNH2, thallium flux FluxOr; hits give low values; activity change, % at 1.84 µM; hit rate 0.37% among 340,000; AID 720551;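 active means maximum activity change below -70%; inconclusive means maximum activity change between -70% and -50%; inactive means maximum activity change above -50%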; further: on the % scale 0 is the no-effect control and ±100 the full control effect
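U2OS cells were transduced with wild-type KCNH2 virus (2.03 x 10^8 / mL) for 4 h at room temperature, then cultured overnight at 37 C. Thallium flux was read with FluxOr dye. Rate constants were normalized to DMSO controls.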
Menin MLL FP TR = inhibitors of human menin-MLL interaction, mutant MLL peptide | hit rate 0.23% among 270,000 | Menin + Texas Red MLL mutant peptide, fluorescence polarization | Potency, µM (series often up to 61.6 µM), for inactives: at the highest dose FP activity change, negative = inhibition, usual class: inhibitors | AID 1768; active means well fitted inhibition curve with a large enough effect in the polarisation, with a control signal flat, not every such curve was filed as active; inconclusive means small, poorly fitted or top-dose-only effect, or effect the other way, or a change in a side signal; inactive means no such curve, though single readings can be large or run the other way; the % refers to the polarisation; further: potency means the concentration at half of the fitted maximal effect; % of control where 0% means no effect; many of its hits are not listed in these tables
Target sequence (O00255 whole entry, looked up): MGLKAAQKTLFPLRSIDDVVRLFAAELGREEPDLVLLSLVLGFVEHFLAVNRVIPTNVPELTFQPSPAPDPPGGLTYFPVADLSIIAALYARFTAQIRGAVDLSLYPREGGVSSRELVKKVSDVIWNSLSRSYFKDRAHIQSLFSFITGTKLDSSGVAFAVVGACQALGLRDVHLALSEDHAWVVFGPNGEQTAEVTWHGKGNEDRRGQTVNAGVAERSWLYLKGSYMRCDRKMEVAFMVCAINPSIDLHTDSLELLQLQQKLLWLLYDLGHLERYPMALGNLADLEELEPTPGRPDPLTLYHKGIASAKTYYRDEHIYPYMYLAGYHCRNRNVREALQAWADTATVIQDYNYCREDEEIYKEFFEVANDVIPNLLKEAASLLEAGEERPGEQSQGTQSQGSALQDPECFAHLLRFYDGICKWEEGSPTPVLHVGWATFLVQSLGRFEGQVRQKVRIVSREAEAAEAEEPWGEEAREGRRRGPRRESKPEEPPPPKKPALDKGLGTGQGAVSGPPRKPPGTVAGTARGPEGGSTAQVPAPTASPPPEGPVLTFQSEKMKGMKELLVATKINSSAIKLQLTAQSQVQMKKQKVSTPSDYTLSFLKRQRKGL
KCNH2 3.1 block = KCNH2 3.1 (human) potassium channel inhibition | activity change, % (tested at about 1.8 µM) | U2OS KCNH2 3.1, thallium flux FluxOr; hits give low values | AID 720553 | hit rate 0.95% among 340,000;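 active means maximum activity change below -70%; inconclusive means maximum activity change from -70% to -50%; inactive means maximum activity change above -50%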;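 further: thallium influx rate constant from kinetic fluorescence after stimulation buffer; on the % scale 0 is the no-effect control and ±100 the full control effect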
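Channel expression came from 3.1 mutant virus (1.77 x 10^8 /mL) applied to suspended U2OS cells for 4 h. Flux was tracked with FluxOr dye plus Red40 quencher, and kinetic rate constants normalized to controls.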
GALK inh = blocks human galactokinase activity; P51570; hit rate 0.007% among 270,000; AID 1868; Potency, µM (doses to about 57.5 µM), inactives show at the highest dose activity change, negative = inhibition, hits mostly inhibitors; Purified GALK, Kinase-Glo residual ATP luminescence; further: potency means the concentration at half of the fitted maximal effect; on the % scale 0 is the no-effect control and ±100 the full control effect
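Compounds were pin-transferred into ATP buffer (35 uM final), then GALK plus galactose (5 nM, 100 uM final) was added. After 1 h at room temperature, Kinase-Glo Plus was added and luminescence read after 10 min.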
TRPV1 agonist = agonists of human vanilloid receptor 1 (TRPV1); TRPV1-expressing cells, Fluo-8 calcium influx, agonist mode; activation, % at 8.33 µM; hit rate 0.19% among 320,000; AID 540275; in the data active means activation above about 80%; inconclusive means between about 30% and that limit; further: 0% is about no effect
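Fluo-8 calcium influx in TRPV1-expressing cells, kinetic read (ex 480/em 520 nm). Compound added and read 3 min for agonist activity, followed by capsaicin at EC20 final and 2 min further read for enhancement.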
B2AR arrestin = agonists driving beta-arrestin recruitment to human beta2-adrenergic receptor. P07550. beta-arrestin recruitment to beta2AR, cell-based reporter. Potency, µM (series often up to 46.1 µM), for the others: top-dose activation, actives largely listed as activators. hit rate 0.02% among 330,000. AID 492947;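 further: potency means the concentration at half of the fitted maximal effect; 0% = DMSO controls and full agonism = EC100 isoproterenol or metaproterenol; nearly all actives have a fitted effect of over 65% in size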
Target sequence (P07550 whole entry, looked up): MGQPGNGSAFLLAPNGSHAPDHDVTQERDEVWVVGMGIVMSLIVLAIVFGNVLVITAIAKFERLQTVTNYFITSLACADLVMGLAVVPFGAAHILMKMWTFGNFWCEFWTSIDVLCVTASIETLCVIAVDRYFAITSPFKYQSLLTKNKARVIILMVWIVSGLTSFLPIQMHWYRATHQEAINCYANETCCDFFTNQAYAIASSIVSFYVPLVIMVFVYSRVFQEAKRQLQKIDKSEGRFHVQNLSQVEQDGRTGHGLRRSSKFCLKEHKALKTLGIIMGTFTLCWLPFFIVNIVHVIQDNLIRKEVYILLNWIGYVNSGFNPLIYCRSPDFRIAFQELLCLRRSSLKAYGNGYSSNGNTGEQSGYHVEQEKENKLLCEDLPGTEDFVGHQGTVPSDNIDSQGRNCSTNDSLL
Active calls of the source: *; ? = inconclusive; · = no result given; + = active, no number; [ ] = remark or other dose. Unless noted, the call rests on the fitted dose curve; in most records, active means well fitted curve in the direction sought with a large enough effect; inconclusive means small, poorly fitted or top-dose-only effect, or another doubt; inactive means no such curve, though single readings can be large; an effect the other way counts as inactive or inconclusive.

SMILES	PKM2 activator	Giardia killer	USP2a block	FBPA coupling cs	MLL CXXC-DNA inh	KCNH2 WT inh	Menin MLL FP TR	KCNH2 3.1 block	GALK inh	TRPV1 agonist	B2AR arrestin
COc1ccc(CCCc2n[nH]c(=S)n2C)cc1C	2%	-1	0%	-1	6%	-3	-6%	5	-1%	0	0.0%
COc1ccc(N2C(=O)CSCC2=O)cc1OC	2%	-2	9%	1	1%	0	-4%	21	0%	-1	0.1%
COc1ccc(C2CCN(Cc3cccnc3)CC2O)cc1 (stereo unspecified)	-3%	-3	0%	-1	-6%	0	10%	7	-2%	-5	-0.2%
COc1cccc(CN(C)C(=O)CNC(=O)c2ccc(-c3ccccc3)cc2)c1OC	-11%	1	4%	0	2%	-4	-7%	-8	-3%	25	-1.3%
CCOC(=O)c1nc2cc3n(c(C)c-2c1C)C(C)C(C)=C3C (stereo unspecified)	-18%	6	1%	0	5%	5	-17%	-13	2%	5	-0.3%
Cc1cc(C)cc(NC(=O)c2cccc3c2C(=O)N(C2CCCCC2)C3)c1	·	18	-1%	·	-1%	11	·	-12	8%	-3	0.0%
CCOc1ccc(N2C(=O)S/C(=C\c3ccc(O)c(OC)c3)C2=O)cc1	4%	9	8%	2	57%[activator]	-5	·	-3	-3%	-3	-0.2%
CCc1ccccc1NC(=S)N(Cc1cccnc1)Cc1ccco1	6%	8	6%	6	-3%	-3	3%	-4	-1%	-5	-0.1%
COc1cccc(C(=O)NC(=S)N2CCN(c3ccc(C(F)(F)F)cc3[N+](=O)[O-])CC2)c1	-3%	1	5%	1	-9%	-3	-11%	3	0%	1	-0.4%
CN(C(=O)CSc1nnc(NCc2ccccc2)s1)C1CCS(=O)(=O)C1 (stereo unspecified)	0%	-6	0%	1	4%	-6	2%	9	11%	-5	0.0%
CC(C)n1ncc2c(C(=O)NCc3ccccc3CN(C)C)cc(C3CC3)nc21	·	11	-1%	·	·	6	·	0	·	1	0.1%
CCCCn1c(N)c(N(CCC(C)C)C(=O)C2CCCN(C(=O)c3ccc(Cl)cc3)C2)c(=O)[nH]c1=O (stereo unspecified)	·	-2	9%	·	·	6	·	0	·	2	0.1%
Cc1ccccc1OCc1nnc(SCC(=O)NCc2ccccc2)n1C	-1%	4	2%	2	-2%	-5	17%	-9	-2%	-1	-0.8%
Cc1cc2n(n1)C(c1ccc(N(C)C)cc1)Nc1ccccc1-2 (stereo unspecified)	1%	17	-1%	-2	1%	-4	?	9	-3%	-2	0.0%
O=C1CC(CCC(=O)NC2CC2)c2ccccc2N1 (stereo unspecified)	-8%	0	0%	-15	4%	3	-1%	-10	1%	2	-0.2%
COc1cc(N)c(Br)cc1C(=O)O	4%	-6	2%	5	9%	-7	-1%	3	-2%	0	0.0%
CN(C)C1=NC(=O)/C(=C\c2ccccc2)S1	3%	-9	-15%	2	0%	-9	-13%	-2	0%	-11	0.2%
Cc1cccc(C)c1NC(=O)N1CC=C(n2c(=O)[nH]c3ccccc32)CC1	5%	-3	-2%	2	-2%	2	-11%	-11	0%	3	-0.2%
C/C(=N/N=C/c1ccccc1O)c1ccccc1O	·	-7	1%	5	-7%	3	17%	5	6%	1	-0.9%
Cc1ccc(-c2nnn3c2nc(NCCc2ccc(S(N)(=O)=O)cc2)c2ccccc23)cc1	-18%	-5	1%	-6	?	8	19%	-9	1%	-3	3.5%
N#Cc1c(-c2ccccc2)nc2n1CCS2	0%	-3	11%	6	11%	-20	4%	12	-1%	3	0.1%
COc1ccccc1CCNC(=O)c1ccoc1C	-1%	13	-1%	0	3%	-1	-23%	-8	5%	-2	-0.2%
CCC(Sc1nc(N)c(NC(=O)c2ccc(OC)cc2)c(=O)[nH]1)C(=O)O (stereo unspecified)	-4%	10	0%	6	0%	2	11%	-1	-2%	0	-1.6%
COc1ccc2cc(C(N)=O)c(=Nc3ccccc3)oc2c1	7%	14	1%	3	12%	-1	6%	·	7%	12	0.6%
O=c1[nH]c(CN(CCc2ccccc2)S(=O)(=O)c2ccc(Cl)cc2)nc2ccccc12	6%	1	4%	1	-2%	-3	1%	?	0%	0	0.3%
COc1ccc(CCNc2oc(-c3ccco3)nc2C#N)cc1	-3%	-11	4%	-1	2%	-2	0%	5	-5%	12	-0.4%
O=C(C1CC1)N1CCC(Oc2cccc(C(=O)N3CCCCC3CCO)c2)CC1 (stereo unspecified)	·	9	3%	1	-6%	-9	-11%	-7	-1%	0	-0.1%
O=C(CNC(=O)c1ccco1)OCc1ccc(Br)cc1	0%	8	0%	1	4%	-13	0%	-13	0%	-5	-1.0%
Cc1ccc(S(=O)(=O)NCCS(=O)(=O)N2CCN(c3ccccc3)CC2)cc1	1%	-3	2%	0	0%	-4	?	-13	13%	2	-0.2%
CC(C)c1nnc(NC(=O)CCS(=O)(=O)Cc2ccccc2)s1	2%	33[activator]	0%	1	-3%	6	-12%	16	-3%	2	-0.3%
CCCCNC(=S)N/N=C/c1cccc(OCC)c1O	-8%	-21	-1%	4	-7%	9	·	-2	1%	2	?
c1ccc(Nc2nc3ccccc3o2)cc1	-41%	8	3%	-1	-6%	2	15%	-14	1%	2	-0.8%
CC1CCc2c(sc(NC(=O)c3ccc(N4C(=O)CCC4=O)cc3)c2C(N)=O)C1 (stereo unspecified)	·	14	3%	·	·	-1	·	1	·	-1	-0.6%
O=C(Nc1ccc(N2CCCCC2)cc1)c1cncc(Br)c1	3%	-7	4%	·	39%[activator]	-2	?	0	-1%	?	-0.4%
CCCC(=O)N(CCN1CCOCC1)c1nc2c(C)cccc2s1	·	-5	-1%	0	-9%	2	-11%	20	5%	16	0.2%
Cc1nn(CC(=O)N/N=C/c2ccc3c(c2)OCO3)c(C)c1Br	?	-12	-7%	1	13%	-3	2%	7	2%	2	-0.8%
O=C1C=C(c2cccc(Br)c2)C[C@@H](c2ccc3c(c2)OCO3)C1	·	61[activator]	0%	·	·	16	·	-28	·	?	-0.1%
Fc1ccc(N2CCN(C3=Nc4cccc5cccc3c45)CC2)cc1	0%	-16	1%	-4	3%	+	-28%	-80*	1%	19	-1.0%
O=C(COc1ccc2c(c1)C(=O)CC1(CCCCC1)O2)NCc1ccccn1	-2%	-7	0%	1	-1%	-1	15%	-17	-2%	17	-0.3%
O=C1/C(=C/c2cccc3ccccc23)CCCc2ccccc21	-1%	-10	-1%	0	9%	-7	27%	-19	-2%	9	0.5%
CCCCOC(=O)Nc1cc(C)c(Cl)cc1OC	4%	-9	3%	1	1%	-5	-21%	-15	2%	2	0.0%
CCCC(=O)Nc1cc(C(F)(F)F)ccc1N1CCOCC1	-3%	-11	0%	2	17%	18	12%	-15	-1%	23	0.0%

7 records drawn at random from those above, as already listed:
SMILES	PKM2 activator	Giardia killer	USP2a block	FBPA coupling cs	MLL CXXC-DNA inh	KCNH2 WT inh	Menin MLL FP TR	KCNH2 3.1 block	GALK inh	TRPV1 agonist	B2AR arrestin
O=C(Nc1ccc(N2CCCCC2)cc1)c1cncc(Br)c1	3%	-7	4%	·	39%[activator]	-2	?	0	-1%	?	-0.4%
CCCC(=O)N(CCN1CCOCC1)c1nc2c(C)cccc2s1	·	-5	-1%	0	-9%	2	-11%	20	5%	16	0.2%
CCCCOC(=O)Nc1cc(C)c(Cl)cc1OC	4%	-9	3%	1	1%	-5	-21%	-15	2%	2	0.0%
O=C1C=C(c2cccc(Br)c2)C[C@@H](c2ccc3c(c2)OCO3)C1	·	61[activator]	0%	·	·	16	·	-28	·	?	-0.1%
Fc1ccc(N2CCN(C3=Nc4cccc5cccc3c45)CC2)cc1	0%	-16	1%	-4	3%	+	-28%	-80*	1%	19	-1.0%
O=C1/C(=C/c2cccc3ccccc23)CCCc2ccccc21	-1%	-10	-1%	0	9%	-7	27%	-19	-2%	9	0.5%
c1ccc(Nc2nc3ccccc3o2)cc1	-41%	8	3%	-1	-6%	2	15%	-14	1%	2	-0.8%

This is a subset. The share of hits here may be higher or lower than overall.
